Screens as filed in PubChem BioAssay.
SENP6 block = blocks the human protease SENP6 | Q9GZR1 | Recombinant SENP6 catalytic domain, aminoluciferin luminescence | inhibition, % at 10 µM | actives 1.8% (n = 330,000);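 active = inhibition above about 50% at the single tested dose, limit read from the data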;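 also: plate controls were DMSO wells with enzyme for no effect and DMSO wells lacking enzyme for full effect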
Target sequence (Q9GZR1 628-1112 limits assumed): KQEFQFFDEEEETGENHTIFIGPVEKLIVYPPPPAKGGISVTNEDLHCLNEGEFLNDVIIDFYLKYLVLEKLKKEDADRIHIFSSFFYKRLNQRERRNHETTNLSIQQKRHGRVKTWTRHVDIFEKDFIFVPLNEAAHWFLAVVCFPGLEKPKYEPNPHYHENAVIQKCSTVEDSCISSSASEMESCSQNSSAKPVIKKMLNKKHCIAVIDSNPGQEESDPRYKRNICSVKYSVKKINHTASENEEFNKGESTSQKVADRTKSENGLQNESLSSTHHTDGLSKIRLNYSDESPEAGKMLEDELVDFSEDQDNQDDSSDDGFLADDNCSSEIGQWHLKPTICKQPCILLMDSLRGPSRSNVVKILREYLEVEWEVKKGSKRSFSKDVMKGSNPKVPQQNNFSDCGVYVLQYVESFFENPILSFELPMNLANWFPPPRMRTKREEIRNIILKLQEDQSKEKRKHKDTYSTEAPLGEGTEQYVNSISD
SENP7 inh = inhibitors of human SENP7 protease; Q9BQF6; recombinant SENP7, Z-RLRGG-aminoluciferin luminescence, 40 min; inhibition, % at 5 µM; actives 1.5% (n = 330,000); AID 434973;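 active = inhibition above about 50% at the single test dose, limit read from the data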;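 also: plate controls were DMSO with enzyme for no effect and no enzyme buffer wells for full effect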
Target sequence (Q9BQF6 706-1050 limits assumed): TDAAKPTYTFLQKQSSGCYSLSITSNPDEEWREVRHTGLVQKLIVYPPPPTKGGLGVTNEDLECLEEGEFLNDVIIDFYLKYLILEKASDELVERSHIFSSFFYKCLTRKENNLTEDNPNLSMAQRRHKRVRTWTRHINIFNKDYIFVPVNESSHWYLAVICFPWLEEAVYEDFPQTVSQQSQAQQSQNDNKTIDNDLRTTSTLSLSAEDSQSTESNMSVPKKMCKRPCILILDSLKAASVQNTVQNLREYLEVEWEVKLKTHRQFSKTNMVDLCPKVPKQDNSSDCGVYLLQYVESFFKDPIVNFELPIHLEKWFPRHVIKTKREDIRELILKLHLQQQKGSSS
SENP8 block-1 = blocks human SENP8 cleavage of Nedd8 substrate | recombinant SENP8, Nedd8 substrate fluorescence | inhibition, % at 20 µM | actives 0.64% (n = 360,000) | AID 602440; in the data active = inhibition mostly above about 40%, no sharp cut-off; inactive = mostly below about 27%
SENP8 block-2 = inhibitors of human SENP8 protease; Q96LD8; purified SENP8, Z-RLRGG-aminoluciferin cleavage, luminescence; inhibition, % at 10 µM; actives 1.2% (n = 330,000); AID 2540; in the data active = inhibition above about 50%
SENP1 inh = inhibitors of human SENP1 SUMO protease catalytic domain; Q9P0U3; recombinant SENP1 catalytic domain, CyPet-SUMO1-YPet FRET cleavage; inhibition, % at 10 µM; actives 0.21% (n = 360,000);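 active = inhibition at least 30% at 10 µM, raw YFP signal under a set limit, fluorescence ratio 0.5 to 1.5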;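 also: 0% = enzyme with DMSO and 100% = no enzyme wells; some results filed as inactive read as strong as hits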
Target sequence (Q9P0U3 419-644 limits assumed): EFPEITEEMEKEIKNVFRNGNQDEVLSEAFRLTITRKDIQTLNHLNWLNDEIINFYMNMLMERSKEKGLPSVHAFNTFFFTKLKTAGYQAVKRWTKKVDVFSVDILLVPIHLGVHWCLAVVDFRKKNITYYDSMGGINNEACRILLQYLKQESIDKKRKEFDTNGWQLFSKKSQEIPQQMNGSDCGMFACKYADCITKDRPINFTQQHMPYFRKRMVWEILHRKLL
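Test system: human SENP1 catalytic domain; medium: Tris pH 8 buffer plus EDTA, NaCl, BME, BSA, NP40, catalase; incubation: 50 min reaction at room temperature; technique: FRET, CFP and YFP emission; controls: no-enzyme low control and enzyme-plus-DMSO high control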
PfGluPho inh = PfG6PD (Plasmodium falciparum) enzyme inhibition | PfGluPho enzyme, NADPH resazurin-diaphorase fluorescence | inhibition, % at 20 µM | actives 0.78% (n = 350,000);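 active = inhibition reaching at least a set limit at 20 µM in the primary screen, cut at about 59% in these data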;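 also: 0% = DMSO wells with substrate and 100% = DMSO wells lacking glucose-6-phosphate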
HKDC1 inhibitor = HKDC1 (human) hexokinase inhibition. Q2TB90. recombinant HKDC1, G6PDH/diaphorase resazurin coupled fluorescence. inhibition, % at 20 µM. actives 0.16% (n = 340,000). AID 493160;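 active = inhibition above about 35% when tested at 20 µM, limit read from the data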;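 also: plate controls were DMSO wells with enzyme for no effect and DMSO wells lacking enzyme for full effect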
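Assay system: in-house recombinant HK5 (HKDC1) enzyme. Input: HKDC1 at 5 µg/mL. Medium: Tris pH 8.0 buffer with MgCl2, Tween-20, BSA, BME. Dosing: single 20 µM dose. Schedule: 90 min reaction incubation at room temperature, dark. Signal: resazurin-to-resorufin fluorescence via G6PDH and diaphorase coupling, 525/613 nm. Controls: DMSO-enzyme wells negative, buffer-substituted wells positive.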
Apaf-1 inh = blocks human Apaf-1 apoptosome activity; reconstituted apoptosome caspase-3 activity, DEVD-Rh110 fluorescence; inhibition, % at 20 µM; AID 489030; O14727; actives 0.71% (n = 330,000); active = inhibition of at least 40% at 20 µM;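 also: plate controls were DMSO wells for no effect and DEVD-CHO caspase inhibitor wells for full effect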
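detection = Rh110 fluorescence intensity | test system = biochemical Apaf-1 apoptosome reconstitution | also added = cytochrome c and DEVD-Rh110 substrate | schedule = 30 min plus 50 min, RT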
NLRP3 yeast inh = NALP3 inhibition in yeast; Yeast reconstituted NLRP3/ASC/caspase-1, beta-gal luminescence, 24 h; inhibition, % at 10 µM; actives 0.39% (n = 330,000);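 active = inhibition of 50% or more; inactive = inhibition below 50%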;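 also: plate controls were induced DMSO wells for no effect and uninduced yeast grown without galactose for full effect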
The depositor's hits bear a star; . = not tested or not shown.

SMILES | SENP6 block | SENP7 inh | SENP8 block-1 | SENP8 block-2 | SENP1 inh | PfGluPho inh | HKDC1 inhibitor | Apaf-1 inh | NLRP3 yeast inh
O=C(NCc1cc(C(F)(F)F)cc(C(F)(F)F)c1)C1CC(c2ccccc2[N+](=O)[O-])=NO1 (stereo not given) | -3 | -22 | 8 | -7 | 0 | 7 | 4 | 22 | 28
O=c1[nH]c(Cc2ccccc2)nc2ccccc12 | 6 | -3 | 8 | 1 | 1 | 5 | -3 | 23 | 20
Cc1nc2cc(NC(=O)Nc3cccc([N+](=O)[O-])c3)ccc2n1C | 73* | 66* | 16 | 32 | 1 | 9 | -4 | 9 | 12
Cn1nnnc1SCC(=O)N1CCc2ccccc21 | 12 | -1 | 18 | 7 | -1 | 0 | -4 | -16 | 16
CC(=O)N/C(=C/c1ccccc1)c1ccccc1 | -2 | 8 | 2 | -4 | 1 | 16 | -3 | 3 | 7
OCC1(Cc2ccc(Cl)cc2)CCN(Cc2ccccc2F)CC1 | -8 | -5 | 14 | 8 | 1 | -7 | -1 | 4 | 10
COc1ccc(C(C(=O)NC(C)(C)C)N(CCc2ccccc2)C(=O)CCC(=O)Nc2cc(C)on2)cc1 (stereo not given) | 14 | 3 | 7 | 6 | -3 | 0 | -3 | 37 | 23
CCc1ccc(OCC(=O)N2CCN(c3ccccc3F)CC2)cc1 | -16 | 3 | 2 | -1 | -1 | 5 | -11 | 14 | 38
CCC1(CC)NC(=O)NC1=O | 8 | 3 | 6 | 2 | 3 | -6 | -4 | -5 | 18
O=C(Nc1cccc(-c2nc3ccccc3s2)c1)c1ccc2c(c1)OCO2 | 5 | 1 | -10 | -7 | 1 | -13 | -9 | -8 | 6
CC(C)(O)C#Cc1ccc(C(=O)NCc2cccs2)s1 | -8 | -1 | 26 | -12 | 0 | -17 | 4 | -4 | -10
On1onc2c3cc(-c4ccccc4)nc3ccc21 | 17 | 11 | 12 | 11 | 4 | 90* | 1 | 3 | 51*
CCc1cccc(NC(=O)CCCn2nc(C)c3c(C)n(-c4ccccc4)nc3c2=O)c1 | 6 | 3 | 19 | 1 | 3 | 11 | -1 | 8 | -1
O=C(COC(=O)C1CCC1)Nc1ccccc1Sc1ccccc1 | -2 | -5 | -6 | -8 | 2 | -13 | 1 | 12 | 9
CC(C)C(=O)Nc1nc(-c2ccc([N+](=O)[O-])cc2)cs1 | -14 | -3 | 10 | -8 | 2 | 30 | 19 | 6 | 19
COC(=O)Cc1ccc(NC(=S)NNC(=O)c2ccccc2Br)cc1 | -5 | 0 | 0 | -3 | 0 | -10 | -9 | 1 | 7
O=C(Cn1ncc2ccccc21)N1CCN(c2cccc(C(F)(F)F)c2)CC1 | -7 | 7 | 8 | -1 | 0 | 10 | -14 | -2 | -4
CCC(=O)c1ccc(OCC(O)CN2CCN(c3cccc(C(F)(F)F)c3)CC2)cc1 (stereo not given) | -24 | -7 | 3 | -2 | 1 | -6 | 1 | 15 | 20
CCCCN1C(=O)/C(=C/C=C2/CC(C)(C)CN2C)SC1=S | 6 | 5 | 46* | -1 | -27 | 33 | 16 | 26 | 35
COc1cc(C#N)ccc1OC(=O)c1cccc(S(=O)(=O)N2CCN(C)CC2)c1 | -10 | -11 | 8 | -4 | 7 | -6 | -2 | 4 | -28

An excerpt from above in order of length of the SMILES, low to high.
SMILES | SENP6 block | SENP7 inh | SENP8 block-1 | SENP8 block-2 | SENP1 inh | PfGluPho inh | HKDC1 inhibitor | Apaf-1 inh | NLRP3 yeast inh
CC(C)(O)C#Cc1ccc(C(=O)NCc2cccs2)s1 | -8 | -1 | 26 | -12 | 0 | -17 | 4 | -4 | -10
Cc1nc2cc(NC(=O)Nc3cccc([N+](=O)[O-])c3)ccc2n1C | 73* | 66* | 16 | 32 | 1 | 9 | -4 | 9 | 12
CCc1cccc(NC(=O)CCCn2nc(C)c3c(C)n(-c4ccccc4)nc3c2=O)c1 | 6 | 3 | 19 | 1 | 3 | 11 | -1 | 8 | -1
COc1ccc(C(C(=O)NC(C)(C)C)N(CCc2ccccc2)C(=O)CCC(=O)Nc2cc(C)on2)cc1 (stereo not given) | 14 | 3 | 7 | 6 | -3 | 0 | -3 | 37 | 23

Next records follow.
SMILES | SENP6 block | SENP7 inh | SENP8 block-1 | SENP8 block-2 | SENP1 inh | PfGluPho inh | HKDC1 inhibitor | Apaf-1 inh | NLRP3 yeast inh
CCN=C(NCC)SC1CC(=O)N(c2ccc(OC)cc2)C1=O (stereo not given) | 13 | -3 | -4 | 2 | 1 | -14 | 0 | -15 | 20
Cc1ccc(OCC(=O)Oc2ccc(C)c(C)c2)cc1 | -18 | -3 | 4 | 3 | 5 | -3 | 1 | -4 | 8
CCn1c(CNC(=O)COc2ccc(C(C)C)cc2)nnc1SCC(=O)Nc1cc(F)ccc1C | -40 | 1 | 5 | 8 | 1 | -10 | 15 | 7 | 5
CN(CC(=O)Nc1nc2ccccc2s1)S(=O)(=O)c1ccc(Cl)cc1 | -4 | -1 | 11 | -9 | -16 | 0 | -2 | 11 | 13
OCCOCCN1CCN(C(=S)Nc2ccccc2)CC1 | -22 | -12 | 8 | -5 | 1 | 5 | -2 | 8 | 18
Cc1ccc(Nc2nc(N)nc(CSc3nnc(-c4ccncc4)o3)n2)cc1 | -11 | 2 | 6 | -4 | -24 | -9 | -4 | -6 | 2
Cc1cc(C)nc(-n2ncc3c2CC(c2ccccc2C)CC3=O)n1 (stereo not given) | -6 | 1 | 10 | -5 | -1 | -2 | -4 | 8 | 0
COc1ccc(/C(O)=C2/C(=O)C(=O)N(CCCC(=O)O)C2c2ccc(OC)c(OC)c2)cc1 (stereo not given) | -15 | -10 | 15 | -10 | 1 | 3 | 0 | 16 | 7
Cc1cc(C)nc(N(C#N)S(=O)(=O)c2ccccc2)n1 | -20 | -5 | 15 | -6 | 0 | -2 | -3 | 0 | 13
CCOC(=O)c1cc(-c2nnc(-c3ccc(Oc4ccccc4)cc3)o2)c(C)nc1C | -18 | -1 | -198 | 10 | -5 | 11 | 0 | -2 | 19
O=C(c1cc(-c2ccc(Cl)c(Cl)c2)on1)N1CCCCCC1 | 14 | 28 | 18 | -18 | 1 | -6 | -4 | 5 | 8
Clc1cc(Cl)cc(Nc2ncnc(-n3cccc3)n2)c1 | -18 | 3 | 14 | -6 | 1 | 8 | 4 | 6 | 25
O=S(=O)(NCc1ccc2c(c1)OCO2)c1cccc2nsnc12 | -12 | -5 | 15 | -5 | 0 | -7 | -2 | 7 | -8
CCCc1cc(N2CCCC(C(=O)Nc3cc(Cl)ccc3OC)C2)n2ncnc2n1 (stereo not given) | -3 | 3 | 10 | -6 | 0 | -7 | -7 | -6 | 6
Cn1c(=O)c2c(nc(CN3CCOCC3)n2Cc2ccccc2)n(C)c1=O | . | . | 4 | . | -2 | -5 | 2 | . | .
c1ccc(Cn2nnc3c(NCC4CCCO4)ncnc32)cc1 (stereo not given) | -19 | -1 | 8 | -4 | 2 | -3 | -7 | -19 | 9
O=C(Cn1cc2c(n1)CCCC2)NCCc1ccccc1 | -7 | 5 | -5 | 5 | 3 | 9 | -6 | -23 | 11
COc1ccc(OC)c(C(=O)NC(CC(N)=O)c2ccc(NCC3CC3)c([N+](=O)[O-])c2)c1 (stereo not given) | -17 | -5 | 0 | -13 | 0 | 3 | -5 | 8 | 3
O=C(O)CC(c1ccc(OC2CCCC2)cc1)N1C(=O)c2ccccc2C1=O (stereo not given) | -25 | -3 | 6 | -5 | 4 | -19 | -6 | 10 | 14
O=C(O)CC1S/C(=N/N=C/c2ccc(-c3ccc(Cl)cc3[N+](=O)[O-])o2)NC1=O (stereo not given) | 30 | 2 | 35 | 9 | -16 | 45 | 21 | 52* | 11
C=CCn1c(-c2cnn(-c3ccccc3)c2N)n[nH]c1=S | -8 | -12 | 13 | -20 | 3 | 34 | 2 | -6 | 21
COc1cc(-c2nc3cnccc3n2C)cc(OC)c1OC | 14 | 3 | 8 | 2 | -2 | -7 | 2 | -9 | 27
CCN(CC)S(=O)(=O)c1ccc(/C=C/C(=O)OCC(=O)Nc2cccnc2Cl)cc1 | -4 | 2 | 8 | -15 | 1 | 0 | 3 | 16 | 12
COc1ccc(OCCOC(=O)Nc2ccccc2)cc1 | 8 | 18 | 7 | 8 | 1 | -1 | -2 | 8 | 31
COCCCNC(=S)N1CCC(C(=O)c2ccc(Cl)cc2)CC1 | 8 | 4 | 16 | -7 | 3 | 7 | -4 | -7 | 19
CCN1CCN(c2ccc(NC(=O)c3ccc(F)cc3)cc2Cl)CC1 | -2 | 5 | 1 | -10 | 0 | 3 | -3 | -3 | 9
CC(=O)Oc1ccc([N+](=O)[O-])cc1N1C(=O)c2ccccc2C1=O | -1 | 0 | 15 | -3 | 3 | -22 | -3 | 4 | 14
O=C(NCCCO)c1cc2c([nH]c3ccccc32)c(-c2ccccc2)n1 | 2 | -1 | -266 | -5 | 0 | 31 | -6 | 7 | 1
CCc1ccc(NC(=O)CCc2ccc(CC)o2)cc1 | 4 | 9 | -7 | -8 | -4 | 0 | 4 | 17 | 31
CCOc1cc(CNCc2cccs2)cc(Br)c1OC | -15 | 1 | 16 | -6 | 1 | 6 | -4 | 8 | 12
CC(Oc1ccc(-c2ccccc2)c(F)c1)c1ccn(S(=O)(=O)c2ccc(Cl)cc2)n1 (stereo not given) | 13 | 4 | 19 | 3 | 2 | 10 | 7 | 16 | 5
COc1ccc(NC(=O)/C(C#N)=C/c2ccc(-c3ccccc3C(=O)O)o2)cc1 | 8 | 1 | 16 | 2 | -15 | -21 | 2 | -8 | 16
Cc1cc(=O)n(C)c2ccccc12 | 13 | 4 | -3 | 6 | 2 | 13 | -17 | -3 | 1
CN(C)S(=O)(=O)c1ccc(NC(=O)CSc2nnc(-c3ccco3)o2)cc1 | -11 | 0 | 6 | -9 | 1 | -10 | -1 | 12 | 9
O=C(O)c1cc(N/N=C/C(Cl)=C/c2ccccc2)ccc1Cl | 88* | 89* | -36 | 96* | -33 | -5 | 2 | -21 | 2
O=C1C(Cc2ccc3[nH]ccc3c2)NC(=S)N1c1ccccc1 (stereo not given) | -16 | 1 | 9 | 1 | -53 | 1 | 2 | -17 | 6
Cc1oc2ccc(O)cc2c1C(=O)c1ccc([N+](=O)[O-])cc1 | 13 | 7 | 20 | 4 | 1 | 54 | -5 | 1 | 22
COCCn1c(-c2ccc(OC)cc2)cnc1SCC(=O)Nc1cccc2ccccc12 | -5 | -6 | -2 | -7 | -1 | 26 | -3 | 23 | -19
CC(O)(Cc1ccccn1)Cc1ccccn1 | . | . | -11 | . | -8 | 5 | -3 | . | .
O=C(CN1CCOc2ccccc21)NCc1ccc(F)cc1 | -4 | 2 | 7 | 7 | -4 | 16 | -4 | -8 | 22
COc1ccc(-c2c(C)sc(NC(=O)c3ccnn3C)c2C#N)cc1 | 7 | -2 | -25 | 0 | -33 | 14 | 3 | -6 | 0
Cc1c(N2C(=O)/C(=C\c3ccccc3O)SC2=S)c(=O)n(-c2ccccc2)n1C | 15 | 3 | 18 | 0 | 4 | 40 | -4 | -7 | 14
CC(=O)Nc1sc2c(c1C(c1cccs1)N1CCOCC1)CCCC2 (stereo not given) | -8 | 1 | -8 | -2 | -3 | 6 | 1 | 11 | 5
